Screening data as filed in PubChem BioAssay.
KLK5 inh: kallikrein 5 (human) inhibition | inhibition, % at 5 µM | recombinant hK5, fluorogenic AMC substrate cleavage | Q9Y337 | AID 873 | hit rate 0.59% among 210,000;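 active = inhibition of 40% or more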;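 note: 0% = enzyme controls without compound and 100% = no-enzyme blanks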
14-3-3 Bad inh: disrupts binding of bovine 14-3-3 zeta to phospho-Bad peptide; P63103; TR-FRET 14-3-3zeta/Dy647-pBad peptide displacement, 1 h; inhibition, % at 21.7 µM; hit rate 0.71% among 220,000; AID 781;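 active = inhibition above about 70%, limit read from the data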;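 note: 0% = full 14-3-3 plus peptide FRET controls and 100% = background without 14-3-3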
Cl transport mod: KCC2 (human) Cl- transport modulation; Q9H2X9; KCC2 cells, thallium flux FluoZin-2 fluorescence; B-score of Tl+ flux slope (higher = more flux/activation; lower = inhibition) at 10 µM; hit rate 2.2% among 190,000;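 active = thallium flux slope and its plate-corrected score both differing from the plate sample mean at a set confidence after two filtering rounds, in either direction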;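 note: slope of fluorescence scaled to starting intensity during 10 to 20 s after thallium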
eIF4E-4G inh: eIF4E/eIF4G interaction inhibition in translation initiation; P63073+Q04637; TR-FRET eIF4E-eIF4GI(517-606) binding, 2 h; inhibition, % at 21.7 µM; hit rate 0.37% among 220,000; AID 782;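 note: 0% = full FRET control wells and 100% = background wells lacking eIF4GI fragment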
Furin inh: blocks human furin protease activity; hit rate 0.061% among 220,000; purified furin, fluorogenic substrate cleavage; AID 463115; P09958; inhibition, % at 30 µM; in the data active = inhibition above about 25%; note: inactives centre near -15
Rad51 HR inh: blocks human Rad51 in homologous recombination; Q06609; hRad51 DNA strand exchange, fluorescence dequenching; AID 1385; hit rate 0.085% among 200,000; inhibition, % at 10 µM;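 active = inhibition above 40% at the single screening dose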;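 note: 0% = DMSO control wells and 100% = blanks with heterologous ssDNA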
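Test system: preformed human Rad51 ssDNA filaments. Compound dosing: single dose, 10 µM final compound. Incubation: filaments 15 min 37 °C, then compound 30 min. Technique: FRET fluorescence dequenching, excitation 485 nm, emission 520 nm. Read-out basis: percent inhibition from fluorescence, normalised to plate control and blank means. Benchmarks: plate controls and plate blanks.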
p47phox inh: p47phox (human) inhibition; inhibition, % at 24.7 µM; p47phox/p22phox peptide binding, fluorescence polarization, 2 h; P14598; hit rate 0.53% among 220,000;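 note: 0% = p47phox with labelled peptide and 100% = labelled peptide alone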
EBV gp42 block: blocks Epstein-Barr virus glycoprotein 42 binding; Fluorescence polarization binding assay, mP read-out; inhibition, % (tested at 21.74 µM); hit rate 0.42% among 220,000; AID 1085; in the data active = inhibition above about 50%
thrombin 1536: thrombin (human) inhibition. P00734. alpha-thrombin, Boc-VPR-AMC fluorogenic substrate cleavage. inhibition, % at 5 µM. hit rate 0.26% among 220,000;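 active = inhibition at or above 40%; inactive = inhibition below 40%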;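 note: 0% = enzyme with no compound and 100% = wells without enzyme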
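System – human alpha-thrombin protein · Reagent – Boc-VPR-AMC substrate, 15 µM final · Compound – 5 µM single dose in 0.2% DMSO · Schedule – reaction at room temperature · Technique – AMC fluorescence at 355 nm excitation and 460 nm emission · Read-out basis – % inhibition relative to enzyme controls and enzyme-free blanks · Control set – no-compound enzyme wells and no-enzyme blanks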
Active calls of the source: *; [ ] = dose if it differs, or a comment.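 Rule for the calls, unless noted: active = inhibition above about 30% (limit read from the data); inactive = the rest.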

COc1ccc(NC(=O)c2cc(C)nc3ccccc23)c(OC)c1 was read as KLK5 inh -3.7, 14-3-3 Bad inh 1.2, Cl transport mod -0.911, eIF4E-4G inh 3.9, Furin inh -21.0, Rad51 HR inh 1.3, p47phox inh 0.2, EBV gp42 block -14.3 and thrombin 1536 -10.8.
Screening COc1cccc(N2CCN(C(=O)CCNS(=O)(=O)c3ccc4c(c3)c(=O)n(C)c(=O)n4C)CC2)c1 returned KLK5 inh -1.5, 14-3-3 Bad inh -10.6, Cl transport mod 1.58, eIF4E-4G inh -1.9, Furin inh -24.7, Rad51 HR inh -29.9, p47phox inh -0.6, EBV gp42 block -19.1 and thrombin 1536 11.1.
`CC(=O)N1N=C(c2ccccc2OC(=O)/C=C/c2ccccc2)CC1c1ccccc1` (stereo not drawn) gave KLK5 inh 3.9, 14-3-3 Bad inh -3.9, Cl transport mod -0.396, eIF4E-4G inh 1.3, Furin inh -20.6, p47phox inh -10.8, EBV gp42 block 0.7 and thrombin 1536 1.9.
`O=C(N/N=C/c1ccncc1)c1cc2c(ccc3ccccc32)o1` gave KLK5 inh 0.6, Furin inh -18.0[20 µM], p47phox inh 4.4, EBV gp42 block -10.0 and thrombin 1536 5.0.
Screening CCOc1cc(S(=O)(=O)Nc2ccccc2CC)ccc1Cl returned KLK5 inh -14.6, 14-3-3 Bad inh -9.4, Cl transport mod 0.331, eIF4E-4G inh -3.7, Furin inh -11.3[20 µM], Rad51 HR inh -19.4, p47phox inh -8.4, EBV gp42 block -5.0 and thrombin 1536 -11.2.
`Cc1ccc(CN2C(=O)CSC2c2cccnc2)cc1` (stereo not drawn) gave KLK5 inh -0.4, 14-3-3 Bad inh -2.5, eIF4E-4G inh -1.2, Furin inh -9.7, Rad51 HR inh -4.2, p47phox inh -17.6, EBV gp42 block -11.3 and thrombin 1536 -2.1.
Screening COCCSc1nc2sc3c(c2c(=O)n1-c1ccccc1)CCN(C)C3 returned KLK5 inh -10.3, 14-3-3 Bad inh -2.6, eIF4E-4G inh 1.8[fluorescence artefact?], Furin inh 5.8[20 µM], Rad51 HR inh -7.5, p47phox inh -14.4, EBV gp42 block 10.6 and thrombin 1536 4.4.
Screening COc1ccc(NC(=O)Cn2nnc3ccccc32)c([N+](=O)[O-])c1 returned KLK5 inh 0.7, 14-3-3 Bad inh -14.9, Cl transport mod 0.639, eIF4E-4G inh -3.4, Furin inh -29.9, Rad51 HR inh 4.9, p47phox inh 1.7, EBV gp42 block -5.7 and thrombin 1536 -6.4.
`C=C(C)Cn1c(-c2ccccc2)nc2ccccc21` gave KLK5 inh -2.8, 14-3-3 Bad inh -1.4, eIF4E-4G inh 0.3, Furin inh -26.4, Rad51 HR inh -0.5, p47phox inh -10.7, EBV gp42 block -17.5 and thrombin 1536 6.4.
CCn1nc(C)c(/C=C2\CCCC3=C2OC(N)=C(C#N)C3c2c(C)nn(CC)c2C)c1C (stereo not drawn) was read as KLK5 inh 33.4, 14-3-3 Bad inh 21.6, Cl transport mod -0.0535, eIF4E-4G inh -1.4, Furin inh 9.1, Rad51 HR inh -19.3, p47phox inh -21.0, EBV gp42 block 38.5 and thrombin 1536 1.0.

Ordered by heavy-atom count (rising): three of the compounds above
Screening CCOc1cc(S(=O)(=O)Nc2ccccc2CC)ccc1Cl returned KLK5 inh -14.6, 14-3-3 Bad inh -9.4, Cl transport mod 0.331, eIF4E-4G inh -3.7, Furin inh -11.3[20 µM], Rad51 HR inh -19.4, p47phox inh -8.4, EBV gp42 block -5.0 and thrombin 1536 -11.2.
`O=C(N/N=C/c1ccncc1)c1cc2c(ccc3ccccc32)o1` gave KLK5 inh 0.6, Furin inh -18.0[20 µM], p47phox inh 4.4, EBV gp42 block -10.0 and thrombin 1536 5.0.
Screening COCCSc1nc2sc3c(c2c(=O)n1-c1ccccc1)CCN(C)C3 returned KLK5 inh -10.3, 14-3-3 Bad inh -2.6, eIF4E-4G inh 1.8[fluorescence artefact?], Furin inh 5.8[20 µM], Rad51 HR inh -7.5, p47phox inh -14.4, EBV gp42 block 10.6 and thrombin 1536 4.4.

Additional entries.
`CCn1c(CCNC(=O)c2ccc(OC)cc2)nnc1SCc1ccc(Cl)c(Cl)c1` gave KLK5 inh -15.4, 14-3-3 Bad inh -25.8, Cl transport mod -2.08, eIF4E-4G inh 3.0[fluorescence artefact?], Furin inh -5.4, Rad51 HR inh 2.5, p47phox inh -6.7, EBV gp42 block -24.1 and thrombin 1536 1.6.
Screening O=C1CN(C(=O)CNCc2ccccc2Cl)c2ccccc2N1 returned KLK5 inh -3.1, 14-3-3 Bad inh 36.6, Cl transport mod -0.276, eIF4E-4G inh 5.8, Furin inh -13.4, Rad51 HR inh 13.0, p47phox inh -5.6, EBV gp42 block -8.5 and thrombin 1536 2.8.
`C/C(=N\NC(=O)CSCc1ccccc1Cl)c1cccc(NC(=O)c2ccccc2)c1` gave KLK5 inh -3.8, 14-3-3 Bad inh 0.6, Cl transport mod -0.0349, eIF4E-4G inh -1.4, Furin inh -22.5[20 µM], Rad51 HR inh -6.0, p47phox inh -11.3, EBV gp42 block -20.0 and thrombin 1536 1.0.
Screening Cc1cccc(N/C(N)=N/c2nc(C(F)(F)F)cc(C(F)(F)F)n2)c1 returned KLK5 inh -3.7, 14-3-3 Bad inh -0.2, Cl transport mod -0.102, eIF4E-4G inh 2.3, Furin inh -17.9, Rad51 HR inh 20.5, p47phox inh -1.3, EBV gp42 block -4.7 and thrombin 1536 -8.3.
`Cc1cc(C)n2nc(SCC(=O)N/N=C/c3ccc(F)cc3)nc2n1` gave KLK5 inh -23.2, 14-3-3 Bad inh -4.2, Cl transport mod -0.339, eIF4E-4G inh -12.5, Furin inh -26.7[20 µM], Rad51 HR inh -6.5, p47phox inh -5.0, EBV gp42 block -22.5 and thrombin 1536 1.5.
For Cc1cccc(-[n+]2c(C)cc(C)c3c(=O)[nH]c(=O)[nH]c32)c1 the results were KLK5 inh -45.1, 14-3-3 Bad inh -0.8, Cl transport mod -0.485, eIF4E-4G inh -2.7[fluorescence artefact?], Furin inh -87.0, Rad51 HR inh -9.0, p47phox inh -5.3, EBV gp42 block 10.8 and thrombin 1536 -17.4.
Screening CCC(C)C(NC(=O)c1ccccc1NC(=O)c1ccc(OC)cc1)C(=O)NCc1ccco1 (stereo not drawn) returned KLK5 inh 2.9, 14-3-3 Bad inh 8.5[fluorescence artefact?], eIF4E-4G inh 2.9[fluorescence artefact?], Furin inh -29.6, Rad51 HR inh -1.9, p47phox inh 50.0*, EBV gp42 block 7.2 and thrombin 1536 -0.6.
For CCCOC1CCCN(C(=O)CCc2nnc(Cc3cccc(C)c3)o2)C1 (stereo not drawn) the results were 14-3-3 Bad inh -13.4, Cl transport mod 0.57, eIF4E-4G inh -0.5, Furin inh -27.4, Rad51 HR inh 38.3, p47phox inh -0.2, EBV gp42 block 4.0 and thrombin 1536 -0.5.
`COCCCNCCCOc1ccc(C)cc1Br` gave KLK5 inh -12.9, 14-3-3 Bad inh 7.4, Cl transport mod 0.053, eIF4E-4G inh -7.2, Furin inh -11.7, Rad51 HR inh 5.0, p47phox inh 5.5, EBV gp42 block -19.7 and thrombin 1536 -0.1.
For COc1ccc(C2CC(=O)c3c(C)nc(N4CCN(Cc5ccccc5)CC4)nc3C2)cc1OC (stereo not drawn) the results were KLK5 inh -26.5, 14-3-3 Bad inh -9.6, eIF4E-4G inh -0.4, Furin inh -2.2, Rad51 HR inh -1.5, p47phox inh -33.9, EBV gp42 block -28.6 and thrombin 1536 -1.0.
Screening O=[N+]([O-])c1cccc(-c2nc(-c3ccccc3)no2)c1 returned KLK5 inh 3.4, 14-3-3 Bad inh -6.4, Cl transport mod 0.282, eIF4E-4G inh -0.1, Furin inh -34.1, Rad51 HR inh -3.3, p47phox inh -5.0, EBV gp42 block -17.2 and thrombin 1536 1.1.
Screening O=C(NC1CCCCCC1)c1cccnc1Sc1ccccc1 returned KLK5 inh -7.1, 14-3-3 Bad inh -1.9[fluorescence artefact?], Cl transport mod -0.925, eIF4E-4G inh 1.6[fluorescence artefact?], Furin inh -20.2, Rad51 HR inh 0.1, p47phox inh -7.9, EBV gp42 block -16.1 and thrombin 1536 -6.3.
For COc1ccc(N/C=C(\C#N)c2nc3ccccc3n2C)c(OC)c1 the results were KLK5 inh -67.1, 14-3-3 Bad inh -6.2, eIF4E-4G inh 9.5, Furin inh 0.1, Rad51 HR inh -0.5, p47phox inh -44.1, EBV gp42 block -37.9 and thrombin 1536 9.1.
`O=C1Nc2cc3c(cc2C1=O)sc1ccccc13` gave KLK5 inh 11.8, 14-3-3 Bad inh -1.9, Cl transport mod 1.03, eIF4E-4G inh -1.0, Furin inh -21.3, Rad51 HR inh 16.2, p47phox inh 11.3, EBV gp42 block 4.2 and thrombin 1536 -5.3.
CN(Cc1ccccc1)C(=O)c1ccc(Cl)c([N+](=O)[O-])c1 was read as KLK5 inh -13.4, 14-3-3 Bad inh 9.0[fluorescence artefact?], Cl transport mod -0.496, eIF4E-4G inh -0.7, Furin inh -25.0, p47phox inh -6.8, EBV gp42 block -0.7 and thrombin 1536 -4.4.
For NC(=O)C1CCN(CC(=O)NCc2ccccc2)CC1 the results were KLK5 inh 5.5, 14-3-3 Bad inh -2.3, eIF4E-4G inh 0.5, Furin inh -17.2[20 µM], Rad51 HR inh -0.2, p47phox inh -7.5, EBV gp42 block -2.1 and thrombin 1536 -0.4.
Screening CC12CN3CC(C)(CN(C1)C3c1ccc([N+](=O)[O-])o1)C2 (stereo not drawn) returned KLK5 inh 3.2, 14-3-3 Bad inh 4.9, Cl transport mod 0.099, eIF4E-4G inh 1.2, Furin inh -26.2, Rad51 HR inh -7.8, p47phox inh -0.2, EBV gp42 block -13.1 and thrombin 1536 -1.0.
Screening Cc1cc(NC(=O)c2ccc3c(c2)C(=O)N(Cc2ccccc2)C3=O)no1 returned KLK5 inh -2.7, 14-3-3 Bad inh -9.7, Cl transport mod 0.00361, eIF4E-4G inh 8.2, Furin inh -27.1, Rad51 HR inh 11.1, p47phox inh 7.1, EBV gp42 block -22.6 and thrombin 1536 13.6.
Screening O=C1CCCN1c1ccc(S(=O)(=O)N2CCCCC2)cc1[N+](=O)[O-] returned KLK5 inh -4.9, 14-3-3 Bad inh -3.6, Cl transport mod -0.834, eIF4E-4G inh 2.3, Furin inh -20.2, Rad51 HR inh -2.7, p47phox inh -11.1, EBV gp42 block -17.3 and thrombin 1536 -8.2.
Screening COc1ccc(S(=O)(=O)NCCSc2ccc(C)cc2)cc1OC returned KLK5 inh -17.5, 14-3-3 Bad inh -6.6, Cl transport mod -0.97, eIF4E-4G inh -17.4, Furin inh -12.0, Rad51 HR inh 12.2, p47phox inh -7.6, EBV gp42 block -3.2 and thrombin 1536 2.7.
`Cc1nc(NS(=O)(=O)c2ccc(Br)cc2)c2c3c(sc2n1)CCC3` gave KLK5 inh -4.2, 14-3-3 Bad inh 50.2, Cl transport mod -0.739, eIF4E-4G inh 3.3, Furin inh -18.6[20 µM], Rad51 HR inh -0.8, p47phox inh -1.6, EBV gp42 block 24.5 and thrombin 1536 -5.5.
`CCOc1ccc2nc(NC3=NC(C)(C)C=C(C)N3)nc(C)c2c1` gave KLK5 inh -4.9, 14-3-3 Bad inh 9.5, Cl transport mod 1.42, eIF4E-4G inh 4.9, Furin inh -8.2[20 µM], Rad51 HR inh -0.7, p47phox inh -16.3, EBV gp42 block -25.9 and thrombin 1536 3.9.
For C[C@@H]1CC=C[C@H]2[C@H]1C(=O)N(Cc1ccccc1)[C@H]2c1ccc(-c2ccoc2)cc1F the results were KLK5 inh 1.9, 14-3-3 Bad inh 2.8, Cl transport mod -0.478, eIF4E-4G inh -2.7, Furin inh -10.0, Rad51 HR inh 3.6, p47phox inh -22.2, EBV gp42 block -3.8 and thrombin 1536 -1.1.
